# High-throughput results as filed in PubChem.
# KLF5 inh: suppresses KLF5 promoter-driven expression; DLD-1 KLF5 promoter-luciferase reporter, luminescence; inhibition, % at 5 µM; 290,000 compounds, 0.23% hits; AID 1700;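 active means inhibition above a per-plate limit of that plate's mean compound inhibition plus 3 SD, cut at about 60% in these data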;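 further: 0% = DMSO wells and 100% = LY294002 at 200 µM; higher means less KLF5 promoter-driven luciferase light; inactives centre near -14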
# AI-2 QS mod: Vibrio harveyi AI-2 quorum sensing modulation. Vibrio harveyi JMH597 AI-2 luminescence/OD600 ratio, 9 h; active compounds read low; strain lacks LuxN and CqsS sensors; 0 = neutral-control median. activity change, % at 7.5 µM. 300,000 compounds, 0.4% hits; in the data active means activity change below about -75%, passing the limit was not always enough; inconclusive means no clear call, values can overlap the other calls;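 further: luminescence divided by OD600 gain over 9 h not by final OD600 alone; inactives centre near 13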
# HIF act: HIF pathway transcriptional activation; U2OS HRE-luciferase reporter, luminescence; normalized: DMSO 0%, desferrioxamine 100%; activation, % at 7.5 µM (by protocol); 300,000 compounds, 0.32% hits; AID 1910;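 active means mean activation of at least 10% of the iron chelator positive control signal, with at least half of replicates also reaching 10%; inconclusive means mean and replicate majority disagree about reaching 10%; inactive means mean and most replicates under 10%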
# HSF-1 act: increases HSF-1 driven luciferase reporter signal; NIH3T3-HGL HSF-1 luciferase reporter, MG132, 8 h; 100% = twice DMSO control signal; activation, % at 9 µM; 300,000 compounds, 1.7% hits;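 active means mean replicate activation of at least 50% with a set share of replicates each reaching 50%; inconclusive means only one of those two conditions met; inactive means mean below 50% and too few replicates reaching it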;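 further: 0% = median of the neutral control wells and 100% = twice that signal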
# HSF1 inhib: HSF1 inhibition; NIH3T3-HGL HSE-luciferase, MG132-induced, luminescence 8 h; active compounds read low; activity change, negative = inhibition, % at 7.5 µM (by protocol); 300,000 compounds, 0.77% hits;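 active means more than half of replicate wells show activity change below -50%, luminescence cut by over half; inconclusive means some wells, but at most half, below -50%; inactive means no replicate well below -50%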;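 further: luciferase reports HSF-1 transcriptional activity via heat shock element; 0% = median of DMSO wells and -100% = zero luminescence signal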
# aSyn 5UTR inh: 5' untranslated region of α-synuclein, MLPCN primary screen | alpha-synuclein 5'UTR reporter, inhibitor activity | inhibition, % (tested at 7.5 µM) | 300,000 compounds, 0.82% hits | AID 1813; in the data active means inhibition above about 60%; inconclusive means no clear call, values can overlap the other calls;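 further: H4 neuroglioblastoma cells stably carrying SNCA 5'UTR luciferase fusion; 0% = DMSO wells and 100% = positive control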
# HSP90 inh: HSP90 refolding inhibition in rabbit reticulocyte lysate | luciferase refolding luminescence, 3 h | inhibition, % at 5.6 µM | 290,000 compounds, 0.91% hits | AID 1789;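 active means inhibition above the screen-wide mean plus 3 SD, computed separately per campaign, cut at about 16% in these data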;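 further: 0% = DMSO wells and 100% = 60 µM geldanamycin wells; inhibitors lower the luminescence because luciferase stays unfolded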
# GSK3 alpha inh: blocks human GSK-3 alpha kinase; P49840; ADP-Glo luminescence, 60 min; inhibition, % at 10 µM; 320,000 compounds, 0.1% hits;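 in the data active means inhibition above about 50%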;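 further: GST-tagged GSK-3 alpha with peptide substrate and 25 µM ATP; 0% = DMSO neutral wells and 100% = GW8510 positive control wells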
# Target sequence (P49840 whole entry, looked up): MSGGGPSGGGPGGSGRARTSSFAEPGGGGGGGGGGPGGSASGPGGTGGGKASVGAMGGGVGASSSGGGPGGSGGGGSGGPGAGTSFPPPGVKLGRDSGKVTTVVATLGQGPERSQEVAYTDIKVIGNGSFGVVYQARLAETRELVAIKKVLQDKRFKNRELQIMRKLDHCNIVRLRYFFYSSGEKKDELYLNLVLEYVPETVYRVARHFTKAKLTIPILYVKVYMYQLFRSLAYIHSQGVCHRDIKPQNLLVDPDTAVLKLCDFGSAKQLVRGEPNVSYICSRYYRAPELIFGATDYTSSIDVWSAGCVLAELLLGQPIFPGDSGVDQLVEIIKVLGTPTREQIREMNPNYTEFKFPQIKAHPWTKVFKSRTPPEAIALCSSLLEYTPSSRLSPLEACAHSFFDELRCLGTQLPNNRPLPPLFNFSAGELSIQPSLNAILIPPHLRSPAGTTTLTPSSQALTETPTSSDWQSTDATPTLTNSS
# IEC-6 cytotox: IEC-6 cytotoxicity, counter-screen for KLF5 inhibitors; luminescence viability; inhibition, % at 5 µM; 290,000 compounds, 0.78% hits; AID 1825; in the data active means inhibition above about 22%;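 further: 0% = plate median of test compound wells and 100% = cytotoxic reference compound wells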
# GSK3B inh: inhibitors of human GSK3beta kinase | GST-GSK3beta kinase, ADP-Glo luminescence, 60 min; active compounds read low | activity score (negative = inhibition), % at 10 µM | 300,000 compounds, 0.038% hits | AID 2097;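 active means more than half of replicate wells score below -50%, meaning over 50% inhibition versus plate controls; inconclusive means some replicates but at most half score below -50%; inactive means no replicate scores below -50%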;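 further: 0% = median DMSO wells and -100% = median GW8510 positive control wells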
# Target sequence (P49841 whole entry, looked up): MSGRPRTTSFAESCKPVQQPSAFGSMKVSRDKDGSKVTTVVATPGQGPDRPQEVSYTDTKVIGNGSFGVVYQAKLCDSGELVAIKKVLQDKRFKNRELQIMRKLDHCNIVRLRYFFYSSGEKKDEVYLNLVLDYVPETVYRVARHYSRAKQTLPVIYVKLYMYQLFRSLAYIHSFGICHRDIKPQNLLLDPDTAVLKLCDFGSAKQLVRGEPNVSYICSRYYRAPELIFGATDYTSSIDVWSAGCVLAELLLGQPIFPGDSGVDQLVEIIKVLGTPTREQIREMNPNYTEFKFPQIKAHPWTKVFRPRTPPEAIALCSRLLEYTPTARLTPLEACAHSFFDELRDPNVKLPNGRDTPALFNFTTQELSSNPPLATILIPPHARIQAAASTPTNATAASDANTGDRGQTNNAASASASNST
#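 Assay system: GST-tagged human GSK3beta kinase, cell-free; Input: 1.6 ng GSK3beta; Medium: Tris/MgCl2 kinase buffer; Timing: 60 min enzyme reaction, room temperature; Signal: ADP-Glo luminescence quantifying ADP generated by kinase; Evaluation: score relative to plate controls; Benchmarks: DMSO neutral wells and GW8510 at 20 µM as positive.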
# Active calls of the source: *; ? = inconclusive; · = not tested or not shown.
SMILES,KLF5 inh,AI-2 QS mod,HIF act,HSF-1 act,HSF1 inhib,aSyn 5UTR inh,HSP90 inh,GSK3 alpha inh,IEC-6 cytotox,GSK3B inh
O=C1CN(c2nc(-c3cccs3)nc3sc4c(c23)CCCC4)CCN1,-2,2,2.0,22,14,-109,2,4,8,0
NC(=O)c1ccc(NC(=O)CCN2C(=O)c3ccccc3C2=O)cc1,-24,19,0.7,10,-6,0,-3,0,-2,7
CCOc1ccc(NC(=O)CC)cc1,-12,15,-0.1,1,-8,16,0,-1,-2,2
COc1ccccc1NC(=S)NCc1ccccc1,-19,7,-0.9,-2,1,3,-3,1,6,-1
CC(C)OC(=O)C(=O)NNc1ccccc1,13,31,-0.2,-6,4,1,3,-2,12,1
OC(CSc1c(Cl)cccc1Cl)CN1CCN(c2ccccc2F)CC1 (centres undefined),-1,-6,-0.3,4,5,8,-2,-1,-2,0
O=C1CC(c2ccc(Cl)cc2)n2nc(N3C(=O)c4ccccc4C3=O)nc2N1 (centres undefined),0,3,-0.1,3,-12,2,-2,-7,-2,0
Cc1cccc(N(CC(=O)NCc2ccco2)C(=O)CCC(=O)Nc2ccccn2)c1C,-32,15,0.4,3,-2,14,-4,-2,2,-2
Cc1noc2c1C(c1ccc(N(C)C)cc1)C1=C(CC(C)(C)CC1=O)N2 (centres undefined),-23,12,-0.3,9,0,8,-2,6,-2,1
Cc1nc(-c2ccccc2)sc1C1(C)CC(c2cccc(F)c2)=NO1 (centres undefined),·,-10,0.4,6,7,-6,·,-4,·,4
O=C1NCCN(Cc2ccc(F)cc2)C1CC(=O)N1CC=C(c2ccccc2)CC1 (centres undefined),-16,21,0.8,0,-6,-3,10,-3,0,3
CC(C)C(=O)NCCc1nc2ccccc2n1C,-30,-3,-49,15,-1,-8,4,-1,2,-6
Cc1cccc(N(CC(=O)NCc2ccc3c(c2)OCO3)C(=O)CCC(=O)Nc2ccccn2)c1,19,38,-0.4,-18,-7,-11,-2,-3,-2,-2
COc1ccc(S(=O)(=O)NCC2CCCN(C(=O)c3cccnc3)C2)cc1 (centres undefined),14,24,-0.1,1,-2,9,0,0,-6,-5
CCCCNC(=O)/C=C/c1ccc(OC)c(Br)c1,-2,-20,·,·,·,·,-4,0,4,2
COc1ccc(-c2cnn(C3CCS(=O)(=O)C3)c2N)cc1 (centres undefined),-8,21,-0.2,10,-2,-15,-5,-1,-5,-1
COc1ccc(CNC(=O)CCS(=O)(=O)c2ccc3c(c2)CC(C)N3C(=O)C2CC2)cc1 (centres undefined),19,12,0.2,6,4,0,0,-1,2,1
CCCCNC(=O)C1CCN(c2nc(OC)nc(OC)n2)CC1,6,33,0.2,5,4,5,4,-1,-3,0
CCOC(=O)C1=C(CN2CCN(C(=O)c3ccco3)CC2)NC(=O)NC1c1ccc(Cl)cc1 (centres undefined),11,·,-0.5,14,7,14,-1,0,-4,-22
CCN1C(=O)[C@H]2[C@@H](c3ccc(C)cc3)N3C(=O)N(c4ccc(C)cc4)C(=O)[C@@]3(CC)[C@H]2C1=O,·,12,1.8,-11,3,5,·,-1,·,-2
CC1(C)CC(=O)C=C(NC2=CC3OC(c4ccccc4)OCC3OC2=O)C1 (centres undefined),-30,7,-0.8,116*,77,-11,0,-2,-4,0
CCCC(=O)c1c[nH]c(C(=O)NCCCN2CCOCC2)c1,-7,26,-0.4,-9,-7,26,0,1,-1,-3
[O-]/[N+](=C\c1ccncc1)c1ccccc1,-37,22,0.3,3,3,-39,10,-2,0,0
Cc1cccc(S(=O)(=O)Nc2ccc(-c3nc4ccc(C)cc4s3)cc2)c1,-148,22,3.4,5,6,-172,1,2,6,0
OCC1CCCN(c2ncnc3scc(-c4ccccc4)c23)C1 (centres undefined),-15,23,0.2,-2,-6,5,0,-8,0,1
O=C(CSc1nnc(-c2ccco2)n1CC1CCCO1)N1CCCCC1 (centres undefined),-10,-7,-0.4,2,-7,7,-1,-3,-1,1
CCN(CC)CCCSc1nc2ccccc2s1,-5,-2,1.1,4,-1,-58,-3,0,-2,1
C/C=C(\C)C(=O)NCCN1C2=NC[C@H](C(C)C)N2C[C@@H]1Cc1ccc(OC)cc1,-25,8,1.1,-15,-8,14,1,4,2,3
O=Cc1ccc(OCc2nnc(-c3ccccc3Br)o2)cc1,-38,34,0.6,-8,0,-21,-7,-3,-10,3
Cc1ccc(CS(=O)(=O)CCC(=O)NCCN2CCCC2)cc1,-11,26,-0.1,8,1,-19,0,-2,2,1
O=C(c1ccco1)N1CCN(C(=S)Nc2cccc([N+](=O)[O-])c2)CC1,0,35,0.4,5,-2,-25,0,-14,-5,10
O=C(CSc1nc2[nH]ncc2c(=O)[nH]1)Nc1ccccc1C(F)(F)F,·,20,-1.8,1,9,-2,·,3,·,0
CN(CC(=O)NC1CCN(Cc2ccccc2)CC1)S(=O)(=O)c1ccc(Br)s1,-9,21,-26,-8,-5,29,-4,0,2,4
COc1ccc(S(=O)(=O)N2CCC(C(=O)Nc3ccc(OC)c(OC)c3)CC2)cc1C,-11,11,-0.5,4,-5,16,-4,4,-9,2
O=C1Cn2c(nc3ccccc32)N1c1ccccc1F,-45,14,-0.1,-1,1,-33,3,-1,3,1
CCOC(=O)COc1c(OC)cc(Cl)cc1C1Nc2ccccc2C(=O)N1c1ccc(F)cc1 (centres undefined),-35,7,-0.1,-10,-5,-15,3,1,6,-7
Cc1cc(OC(C)C(=O)NCCCn2ccnc2)c2c(C)cc(=O)oc2c1 (centres undefined),-21,11,-0.8,4,0,0,-8,-2,-8,-1
CCn1cc(-c2cc(C(F)(F)F)n3nc(C(=O)O)cc3n2)c(C)n1,-17,0,-0.1,-13,3,-14,1,11,1,0
Nc1cc2nn(-c3ccccc3)nc2cc1Cl,-92,18,4.9,41,-3,-157,43*,·,102*,0
COc1ccccc1OCCCC(=O)Nc1ccc([N+](=O)[O-])cc1Br,-7,12,-0.5,·,·,2,0,3,1,1
COc1cccc(N2CCN(C(=O)NC3CCCCC3)CC2)c1,-13,7,-0.1,20,4,9,-3,·,-2,2
CCOC(=O)c1ccc(NC(=O)CNC(=O)C23CC4CC(CC(C4)C2)C3)cc1,-2,21,-0.2,7,-6,27,-2,-1,2,-2
CN1CCN(c2nnc(-c3ccccc3)c(-c3ccccc3)n2)CC1,2,11,0.3,3,-5,3,1,-1,0,-23
CC(C)(C)c1ccc(OCCC(=O)NCCc2ccc(S(N)(=O)=O)cc2)cc1,-31,3,0.6,12,4,14,-4,·,-5,0
COc1cc(CN2CCN(c3ccccc3F)CC2)c([N+](=O)[O-])cc1OC,-27,5,-0.4,9,-1,2,1,·,-8,2
O=C(CSc1nc(C2CC2)nc2sc3c(c12)CCCC3)NCc1ccco1,-11,-5,0.5,-4,8,-1,6,7,-4,2
CCc1ccccc1NC(=O)CSc1nnc(CNC(=O)c2ccco2)n1C,18,-4,-0.5,2,-5,9,2,-1,0,3
O=C(Nc1ccccc1-c1nnn(CC(=O)N2CCc3ccccc3C2)n1)C1CCC1,-11,14,-0.2,19,7,9,-3,6,-2,4
CCOC(=O)c1oc2c(CN3CCN(CCO)CC3)c(O)c(CC)cc2c(=O)c1-c1nc2ccccc2s1,-22,3,0.1,-2,-1,14,-2,-1,-6,0
Cc1ccc2oc(=O)c3cnn(CC(=O)NCCN(C)C)c3c2c1,0,5,0.1,3,-3,-11,-2,2,0,-2
O=C(Oc1ccc2c(c1)C(=O)c1ccccc1CO2)c1ccccc1,-8,-24,-0.1,3,2,-25,-4,-2,4,-2
CCOC(=O)C1CCCN(c2c(NCCCN3CCCC(C)C3)c(=O)c2=O)C1 (centres undefined),-34,19,0.1,-5,10,-18,-2,-2,-5,1
Cc1[nH]nc2c1C(c1cccs1)C1=C(CCCC1=O)N2 (centres undefined),-11,7,-0.8,-18,-12,-2,-3,70*,-6,-50*
Cc1ccc(NC2=NCC(=O)N2C2CCCC2)cc1,-47,8,0.3,-3,1,-47,-1,-2,5,4
Cc1nnsc1C(=O)Nc1ccccc1Cl,11,16,-0.1,2,-4,14,-1,0,2,0
O=C(CSc1nnc(COc2ccccc2)n1Cc1ccco1)NCc1ccco1,-10,1,-19,37,15,-5,3,-1,-2,0
COc1ccc(-c2nc3c(c(=O)c4ccccc4n3C)c(=O)n2Cc2ccccc2)cc1,-21,6,1.1,-1,5,19,-5,-5,6,3
O=C(CCCn1c(=S)[nH]c2ccc(Br)cc2c1=O)N1CCN(c2ccccn2)CC1,-59,17,-0.1,11,5,30,2,1,0,-8
O=C(Nc1nc(-c2ccc(-c3ccccc3)cc2)cs1)c1cc([N+](=O)[O-])ccc1N1CCOCC1,-22,42,0.6,-6,-9,-20,1,-2,-4,4
CN(Cc1c(F)cccc1Cl)C(=O)c1ccc2ccccc2n1,-34,15,-0.8,-14,-9,3,1,0,7,5
# Going on with the list.
SMILES,KLF5 inh,AI-2 QS mod,HIF act,HSF-1 act,HSF1 inhib,aSyn 5UTR inh,HSP90 inh,GSK3 alpha inh,IEC-6 cytotox,GSK3B inh
CC1CCN(S(=O)(=O)c2ccc3c(c2)c(=O)c(C(=O)NCc2cccs2)cn3C)CC1,-9,19,1.0,-6,0,11,1,-1,0,0
COc1ccccc1N1CCN(C(=O)CCCNC(=O)Cn2cnc3sc(C)c(C)c3c2=O)CC1,-14,15,0.0,-3,-3,-5,-4,-1,-7,2
COCCNS(=O)(=O)c1ccc2c(c1)C(=NO)c1cc(S(=O)(=O)NCCOC)ccc1-2,-30,8,-0.5,-10,-1,-4,-3,-6,-2,2
COc1ccc(Cl)cc1C(=O)NNC(=O)c1cccc([N+](=O)[O-])c1,-13,-6,0.1,-4,-2,-5,2,-5,5,-1
CCOc1ccc(Nc2nc(Cc3nnc(SCC(=O)c4ccc(C)cc4)o3)cs2)cc1,-22,8,-50,37,17,-37,-3,-3,-6,-1
Cc1ccc(CN=c2c([N+](=O)[O-])nn(-c3ccc4c(c3)OCCO4)n2O)cc1,-51,40,3.0,?,45,-132,-2,-4,-2,0
CC(C)(C)c1ccc2c(c1)OC(C(=O)N/N=C/c1ccc([N+](=O)[O-])o1)CO2 (centres undefined),-28,?,-0.3,28,21,-42,3,2,-11,1
Clc1ccc2nc(CSc3nncn3-c3ccccc3)cn2c1,-37,9,-0.4,17,1,13,0,1,-6,0
CCOc1ccc(NC(=O)CSc2nnc(-c3cc(C)[nH]n3)n2N)cc1,-64,11,-0.2,13,-1,1,-5,-1,-4,0
CC(C)=NNc1nc(-c2ccc([N+](=O)[O-])cc2)cs1,-7,32,5.5,16,-2,-28,-3,-2,-6,1
